Tat export inh = E. coli Tat export inhibitors, primary screen, MC4100, TorA-mCherry reporter, fluorescence, single point | inhibition, % at 10 µM | 340,000 tested, 0.036% active | AID 488895, 2010;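 active = mean replicate inhibition at least 50% and at least half of replicates individually reaching 50%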;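 also: exported cargo escapes ClpAP degradation while cytoplasmic cargo is degraded and loses fluorescence; 0% = median of neutral control wells and 100% = median of NaSCN control wells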
CAL PDZ FP-1 = CAL PDZ peptide-binding inhibitors, primary screen, biochemical, fluorescence polarization, Cer-tagged CAL PDZ, HTS | Golgi-associated PDZ and coiled-coil motif-containing protein (Homo sapiens), Q9HD26 | purified CAL PDZ, TMR-peptide fluorescence polarization, 1 h | inhibition, % at 20 µM | 330,000 tested, 0.02% active | AID 504414, 2011;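 active = highest replicate inhibition of at least 40%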;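 also: plate controls were DMSO neutral control wells for no effect and unlabeled competitor peptide control wells for full effect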
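material = purified tagged CAL PDZ domain construct (CerCALP) | compound dosing = 20 µM, one dose | times = 1 h at RT | measured by = fluorescence polarization from S- and P-plane intensities, G-factor corrected | read-out = inhibition from polarization loss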
SR-BI HDL uptake = inhibitors of SR-BI mediated HDL lipid uptake, primary screen, ldlA[mSR-BI] cells, fluorescence, single point. Scavenger receptor class B member 1 (Mus musculus), Q61009. ldlA[mSR-BI] CHO cells, DiI-HDL uptake fluorescence, 3 h. inhibition, % at 12.5 µM. 320,000 tested, 0.96% active. AID 488896, 2010;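 active = mean replicate inhibition of at least 70% and a set share of replicates each scoring 70 or more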;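 also: 0% = median of neutral control wells and 100% = median of positive control wells; values of inactives mirror those of a sister screen read the other way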
Target sequence (Q61009 whole entry, looked up): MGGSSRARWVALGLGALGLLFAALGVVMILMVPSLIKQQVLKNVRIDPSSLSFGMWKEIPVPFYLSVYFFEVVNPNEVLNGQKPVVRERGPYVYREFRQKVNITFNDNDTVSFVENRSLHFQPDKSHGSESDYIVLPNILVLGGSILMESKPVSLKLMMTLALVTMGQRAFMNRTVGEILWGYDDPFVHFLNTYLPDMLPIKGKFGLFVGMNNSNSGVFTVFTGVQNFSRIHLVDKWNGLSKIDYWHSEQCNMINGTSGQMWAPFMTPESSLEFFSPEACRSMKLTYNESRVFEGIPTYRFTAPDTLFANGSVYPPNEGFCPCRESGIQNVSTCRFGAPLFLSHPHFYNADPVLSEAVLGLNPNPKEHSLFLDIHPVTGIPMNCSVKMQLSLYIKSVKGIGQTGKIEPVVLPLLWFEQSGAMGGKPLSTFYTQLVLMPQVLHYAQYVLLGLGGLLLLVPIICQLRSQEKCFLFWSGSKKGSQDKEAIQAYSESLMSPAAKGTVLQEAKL
Ecoli viability = E. coli V3065 growth inhibition, primary screen, counter-screen for AddAB inhibitor project, absorbance, OD600; 18 h; inhibition, % at 11.9 µM; 330,000 tested, 0.27% active;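 active = inhibition above the campaign's mean inhibition across all tested compounds plus 3 SD, cut at about 9.9% in these data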;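 also: uninfected addAB+ strain grown without phage in ampicillin broth; 0% = DMSO wells and 100% = ciprofloxacin 0.95 µg/ml wells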
AddAB inh = growth inhibition of E. coli expressing H. pylori AddAB, primary screen, AddAB inhibitor project, absorbance. AID 435030, 2010. inhibition, % at 11.9 µM. 330,000 tested, 0.29% active; in the data active = inhibition above about 12%;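 also: 0% = vehicle wells of infected cells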
phage Ecoli inh = growth loss of phage-infected E. coli, primary screen, RecBCD inhibitor project, absorbance, with phage, HTS. inhibition, % at 11.9 µM. 360,000 tested, 0.26% active; in the data active = inhibition above about 11%
CAL PDZ FP-2 = untagged CAL PDZ binding inhibitors, primary screen, biochemical, fluorescence polarization, HTS. AID 602252, 2012. purified CAL PDZ, TMR-peptide fluorescence polarization, 1 h. Golgi-associated PDZ and coiled-coil motif-containing protein (Homo sapiens), Q9HD26. inhibition, % at 24.9 µM. 300,000 tested, 0.92% active;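 active = mean inhibition of at least 30% with at least half of replicates also reaching 30%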;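 also: 0% = DMSO neutral control and 100% = excess unlabeled competitor peptide PRC23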
Wnt bcat act = Wnt/beta-catenin pathway activators, primary screen, cell-based, plate reader, single point; Wnt/beta-catenin reporter cell assay, activator; activation, % at 9.35 µM; 300,000 tested, 1.2% active; AID 743398, 2014; in the data active = activation above about 30%, passing the limit was not always enough;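 also: 0% = neutral control wells and 100% = positive control wells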
SR-BI DiI-HDL act = activators of SR-BI mediated DiI-HDL uptake, primary screen, ldlA[mSR-BI] CHO cells, DiI fluorescence | 3 h; 100 = double the neutral-control signal | AID 504775, 2011 | 320,000 tested, 0.096% active | activation, % at 12.5 µM;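 active = mean replicate activation of at least 60% and every replicate at or above 60%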;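 also: 0% = median plate neutral-control signal and 100% = twice that signal; values of inactives mirror those of a sister screen read the other way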
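Material – SR-BI-overexpressing, LDLR-lacking CHO cells · Medium – BSA-supplemented, HEPES-buffered Ham's F12, pH 7.4 · Doses – single concentration · Times – compound with DiI-HDL co-incubation, 3 h at 37 °C · Measured by – bottom-read fluorescence, 550/595 nm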
MITF TRPM1 HTS = activators of MITF-driven TRPM1 promoter reporter, primary screen, cell-based, SK-MEL-5, luciferase, single point; AID 588334, 2011; activation, % at 12.5 µM; SK-MEL-5 TRPM1-promoter luciferase, 24 h; % of positive control, neutral wells = 0; 300,000 tested, 0.75% active;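 active = mean activation of at least 80% with every replicate also reaching 80%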;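 also: 0% = neutral control wells and 100% = parthenolide positive control wells; values of inactives mirror those of a sister screen read the other way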
* = called active by the depositor; nt = no result given; & = joins results of further samples.

SMILES	Tat export inh	CAL PDZ FP-1	SR-BI HDL uptake	Ecoli viability	AddAB inh	phage Ecoli inh	CAL PDZ FP-2	Wnt bcat act	SR-BI DiI-HDL act	MITF TRPM1 HTS
Cc1cccc(N2CCN(C(=O)c3ccncc3)CC2)c1C	-9	-0.7	-4	0.9	3.6	2.5	1	-13	4	-20
CCN(CC)S(=O)(=O)c1cccc(-c2nnc(SC(C)C(=O)NCCC3=CCCCC3)o2)c1 (centres undefined)	9	-0.8	2	-3.2	-3.4	0.4	nt	nt	-2	1
O=C(N/N=C/c1ccccc1C(F)(F)F)c1ccc(O)cc1	-6	-2.1	49	-0.2	-0.6	2.2	-7	3	-49	86*
Cc1ccc(C(=O)COC(=O)c2cccc(N3C(=O)c4c(C)nc5ccccc5c4C3=O)c2)cc1C	-7&-2	-1.1	5	1.6	1.8	3.1	-5	16	-5	16
COc1cccc(/C=N/NC(=O)c2ccc([N+](=O)[O-])cc2Cl)c1O	0	-2.9	48	-4.9	0.9	0.5	-2	nt	-48	-47
Cc1ccc(O)c(C(CC(=O)NC2CCCCC2)c2ccccc2)c1 (centres undefined)	-1	-0.1	-4	0.2	-0.5	4.4	10	-1	4	-11
CC(=O)N1CCOc2ccc(S(=O)(=O)N3CCC(C(=O)Nc4ccc(C)c(C)c4)CC3)cc21	3	-3.3	0	-2.3	1.0	1.2	5	-3	0	-11
O=C(Cn1ccc(NC(=O)OCc2ccccc2)nc1=O)NCCCn1ccnc1	-7	-1.2	-31	-1.3	-1.2	3.0	-1	0	31	12
CCCCn1c(SCC(=O)Nc2cc(C)on2)nc2c1c(=O)n(C)c(=O)n2C	-9	-1.9	-5	-1.9	-0.1	-1.6	-1	nt	5	-4
O=C(O)c1cccc(NC(=O)c2cn(-c3ccccc3)nc2-c2cccc(Br)c2)c1	6	nt	40	0.3	1.6	-0.2	-11	0	-40	-3
COc1cccc(NC(=O)c2cc(-c3cccnc3)nc3c(Cl)cccc23)c1	13	-2.7	82*	0.2	0.8	4.1	nt	nt	-82	-13
CC(C)(Cc1cccc(CC(C)(C)C(=O)O)c1)C(=O)O	13	0.9	0	3.3	3.2	3.4	0	-1	0	-8
CCCc1nn2c(=O)cc(COc3cccc(NC(=O)c4ccco4)c3)nc2s1	3	-0.9	22	-0.7	-0.3	3.0	1	0	-22	-2
COc1cnc(-c2ccccc2)nc1Oc1cccc(C)c1C	13	-0.1	0	-1.4	1.0	3.2	nt	nt	0	-8
O=C(NC1CCCc2ccccc21)C1CCC(CNS(=O)(=O)c2cccc3nsnc23)CC1 (centres undefined)	2	-0.8	26	2.1	4.3	-2.4	nt	-6	-35	nt
Cc1ccc(-c2cnc3n2CCCCC3)cc1	-5	-0.4	-7	0.7	-2.4	0.3	-5	-1	7	3
Cc1ccccc1CSCCNS(C)(=O)=O	-2	-0.8	-8	1.1	1.0	3.3	2	-3	8	8
CCCCn1c(N)c(N(Cc2ccccc2OC)C(=O)CC2OC(=O)c3ccccc32)c(=O)[nH]c1=O (centres undefined)	-5	-2.3	5	0.2	0.2	3.3	1	32*	-5	5
CCOc1ccc(S(=O)(=O)NCCC(=O)N2CC=C(c3ccccc3)CC2)cc1	-8	-0.7	4	0.5	1.6	-0.3	-2	-2	-4	-7
COc1ccc(C(C(=O)NC(C)(C)C)N(CC2CCCO2)C(=O)CCC(=O)Nc2cc(C)on2)cc1 (centres undefined)	-10	-1.6	-20	-0.8	-0.4	1.1	-1	-4	20	-5

Next part; it opens with the 3 that closed the last part.
SMILES	Tat export inh	CAL PDZ FP-1	SR-BI HDL uptake	Ecoli viability	AddAB inh	phage Ecoli inh	CAL PDZ FP-2	Wnt bcat act	SR-BI DiI-HDL act	MITF TRPM1 HTS
CCCCn1c(N)c(N(Cc2ccccc2OC)C(=O)CC2OC(=O)c3ccccc32)c(=O)[nH]c1=O (centres undefined)	-5	-2.3	5	0.2	0.2	3.3	1	32*	-5	5
CCOc1ccc(S(=O)(=O)NCCC(=O)N2CC=C(c3ccccc3)CC2)cc1	-8	-0.7	4	0.5	1.6	-0.3	-2	-2	-4	-7
COc1ccc(C(C(=O)NC(C)(C)C)N(CC2CCCO2)C(=O)CCC(=O)Nc2cc(C)on2)cc1 (centres undefined)	-10	-1.6	-20	-0.8	-0.4	1.1	-1	-4	20	-5
C/C(=C\C(=O)Nc1cscc1C)C(=O)O	-15	0.3	13	-0.7	-0.3	1.8	0	4	-13	nt
Cc1ccc(S(=O)(=O)N2CCC[C@H]2C(=O)OCC(=O)c2ccc3c(c2)NC(=O)CO3)cc1	1	-3.0	-8	0.8	-1.5	0.1	-7	1	8	-10
O=C(CCc1nc2ccccc2c(=O)[nH]1)N1CCCc2ccccc21	-11	-0.3	4	-0.9	-1.7	-0.5	nt	3	-4	-4
CC1=C(C(=O)Nc2ccc(C)cc2C)C(c2cccs2)NC(=S)N1 (centres undefined)	-9	0.5	35	0.3	2.3	1.8	-6	nt	-35	-9
COc1ccc(C(=O)N2CCCC(c3nc(-c4cccs4)no3)C2)cc1 (centres undefined)	0	-2.3	9	-0.8	0.4	1.3	nt	nt	-9	-5
CCOc1ccccc1NC(=O)CSc1nnc(Cc2ccc(OC)cc2)c(=O)n1N	5	-1.2	28	-1.8	-0.9	0.5	0	2	-28	0
CC(=O)Nc1ccc2c(c1)CCCC2=O	-3	0.0	15	1.5	-0.5	1.8	nt	7	-15	-3
COc1ccc(OCc2nc3ccc(S(=O)(=O)Nc4ccccc4Cl)cc3[nH]2)cc1	0	-1.5	27	-2.2	-0.2	3.2	-1	-6	-27	-3
COc1ccc(-c2nc3n(c(=O)c2C#N)CCS3)cc1OC	-2	0.4	-13	1.9	2.2	1.9	1	-2	13	1
N#CC1=C(N)N(c2ccccc2)C2=C(C(=O)CCC2)C1c1ccsc1 (centres undefined)	14	-0.5	17	0.9	5.5	5.5	nt	nt	-17	11
COc1cccc(CN2CC(C(=O)NCCCc3ccc(C)cc3)CCC2=O)c1 (centres undefined)	7	0.4	-11	0.1	0.6	1.6	100*	15	11	9
O=C1C2C3C=CC(C4CC34)C2C(=O)N1c1cc(Cl)ccn1 (centres undefined)	6	0.9	16	3.0	1.6	-1.3	nt	0	-16	nt
CC1(C)Oc2ccc(C(=O)Nc3ccccc3)cc2N(CC#N)C1=O	2	-1.1	nt	2.3	3.6	1.0	-6	3	nt	23
CC(C)N=C1CC(C)(C)CC(=O)/C1=C(/O)CCCN1C(=O)c2ccccc2C1=O	5	-0.7	-6	-0.6	1.0	3.5	3	-5	6	-12
CCOC(=O)c1c(NC(=O)c2ccoc2C)sc2c1CCC2	4	-0.6	56	0.8	2.1	0.9	-3	-2	-56	nt
CC(NC(=O)Cn1c(=O)oc2cc(S(=O)(=O)N3CCCC3)ccc21)c1ccccc1 (centres undefined)	2	-0.7	18	0.3	0.9	2.1	nt	3	-18	-1
O=C(CNc1ccc(F)cc1)N/N=C1\CCCc2ccccc21	-5	nt	6	0.8	3.1	3.6	3	0	-6	-1
Cc1ccn(-c2n[nH]c(C)c2[N+](=O)[O-])n1	-12	-0.9	-28	0.7	1.5	4.0	-3	-2	28	9
COc1cc(Cl)c(C)cc1NC(=O)CSc1nnc(-c2cccnc2)n1Cc1ccco1	2	-1.8	65	-1.6	1.5	0.9	nt	nt	-65	-6
O=C(O)CSc1nnc(-c2cccc(S(=O)(=O)N3CCOCC3)c2)n1-c1cccc(Cl)c1	19	1.4	-23	1.4	-1.4	1.7	-4	-1	23	5
CCc1ccccc1NC(=O)NC(C)c1ccc2c(c1)OCO2 (centres undefined)	-6	-1.4	-10	-0.8	-0.2	-0.8	-3	-1	10	-10
CC(=O)OCc1c(C)cc(C)c(/C=C(/C#N)C(N)=O)c1C	0	-1.2	-23	0.8	2.6	0.3	1	-1	23	3
Cc1ccccc1OCCOC(=O)c1nc2nccc(C)n2n1	-4	-2.0	-22	1.3	0.5	2.1	2	-8	22	1
NS(=O)(=O)c1ccc(NS(=O)(=O)c2ccc(C3CNC(=O)C3)cc2)cc1 (centres undefined)	14	-2.9	nt	-0.6	3.3	2.3	-6	1	nt	1
CCOC(=O)c1ccccc1NC(=S)N1CCC(C(N)=O)CC1	7	-0.4	nt	1.1	2.3	-1.1	-2	2	nt	8
Cc1cc(C(F)(F)F)n(-c2nc(C(=O)NNS(=O)(=O)c3ccccc3)cs2)n1	1	-0.9	-32	-3.9	0.5	-0.6	-2	-2	32	6
Cc1ccc(C)c(NS(=O)(=O)c2ccc(OCC(=O)NCc3ccco3)cc2)c1	-1	-0.6	17	-0.9	0.1	2.3	-2	nt	-17	1
CCn1nc2cc(C(=O)NCC34CC5CC(CC(C5)C3)C4)ccc2c1OC	3	0.3	-5	0.2	-1.3	2.1	0	-1	5	4
O=C(CSc1ccc(-c2ccncc2)nn1)c1ccccc1	-8	-1.9	nt	-0.6	-0.5	-1.0	5	-2	nt	4
O=C(O)Cn1cnc2c(OCc3ccccc3)ncnc21	2	0.9	0	-1.4	0.3	2.1	5	-2	0	3
NC(=S)Nc1ccccc1Br	-4	0.4	10	-2.5	1.6	3.9	-2	-2	-10	1
O=C(CCN1C(=O)/C(=C/c2ccccc2Cl)SC1=S)N1CCOCC1	1	-1.0	6	-2.5	3.1	-1.7	-1	-1	-6	-19
COC(=O)c1cc(Nc2cc(C)nc3ncnn23)cc(C(=O)OC)c1	-3	0.0	-11	1.4	5.6	0.6	-1	1	11	2
CCN(CC)C(=O)Cn1cnc2sc(C(=O)NCCCN3CCOCC3)c(C)c2c1=O	-3	0.7	nt	0.7	2.9	1.4	nt	0	nt	-5
Cc1ccc(S(=O)(=O)N2CCOCC2)cc1NC(=O)Cn1nc(C)c([N+](=O)[O-])c1C	-2	-0.3	-33	-0.1	0.2	2.6	-2	0	33	1
CCCOc1ccc(C(=O)N/N=C/c2c[nH]c3ccc(Br)cc23)cc1	-4	-1.2	9	0.1	0.5	0.8	-4	-2	-9	-9
COC(=O)c1ccc(CSc2nnc(NC(C)C)s2)cc1	6	-0.2	-12	4.2	7.2	2.5	-2	1	12	4
C[C@@H](C(=O)Nc1ccc2c(c1)OCCO2)n1c(=O)[nH]c2ccccc2c1=O	-6	-1.8	12	1.9	1.3	-0.2	-4	-9	-12	-21
Cc1[nH]c2ccccc2c1C(=O)CCl	-22	-0.5	-14	nt	nt	1.0	63*	-1	14	-61
CC(C)OC(=O)CC12CN3CN(C1)CC(CC(=O)OC(C)C)(C3)C2=O	-10	-1.8	-6	-1.9	-0.5	4.0	1	2	30	7
COc1ccc2c(COC(=O)[C@H](C)NS(=O)(=O)c3ccccc3F)cc(=O)oc2c1	5	-0.7	4	-2.3	0.8	3.8	-9	-2	-4	-10
